Screens: PubChem BioAssay, National Center for Advancing Translational Sciences (NCATS)
Nrf2 block – inhibitors of Nrf2 signaling | 360,000 compounds, 2.1% hits | A549 ARE-Fluc reporter, luciferase luminescence, 18-24 h | Potency, µM (doses to about 46 µM), for inactives: top-dose activity change, negative = inhibition, hits mostly inhibitors | AID 504444; note: potency is the fitted concentration of half-maximal effect; % is set by controls: 0 for no effect and ±100 for the full control effect; nearly all actives have a fitted effect of over 60% in size
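Concentration-response testing used A549 ARE_Fluc cells at 5000 cells/well. Following an 18-24 h compound incubation, viability was read by fluorescence (Ex 405/Em 525) and luciferase output by luminescence.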
A549 viability – kills or reduces viability of A549 cells in Nrf2 counter-screen | A549 ARE-Fluc cells, CellTiter-Fluor viability, 18-24 h | Potency, µM (top dose mostly 46 µM), inactives show at the top dose activity change, negative = cytotoxicity, actives largely listed as inhibitors | 390,000 compounds, 0.16% hits | AID 504648; note: potency is the fitted concentration of half-maximal effect; % is set by controls: 0 for no effect and ±100 for the full control effect
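Cytotoxicity counterscreen: CellTiter-Fluor fluorescence was measured in A549 ARE_Fluc cells after 18-24 h of compound exposure in a concentration series. The subsequent BugLite luminescent read reports ARE-luciferase activity.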
MmCpn inh – M. maripaludis TRiC chaperonin inhibition; Potency, µM (highest dose often 76.9 µM), without a hit: at the highest dose activity, negative = inhibition, hits mostly inhibitors; 330,000 compounds, 0.031% hits; purified Mm-Cpn ATPase, ADP Transcreener TR-FRET; note: potency is the fitted concentration of half-maximal effect; % is set by controls: 0 for no effect and ±100 for the full control effect; nearly all actives have a fitted effect of over 80% in size
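ATPase read-out: TR-FRET ADP immunoassay (anti-ADP Eu cryptate vs ADP-d2), ex 320 nm, em 590/665 nm; signal drops as ADP forms. Enzyme 25 nM, ATP 10 uM, 30 min at 37°C after 10 min compound preincubation.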
CCT modulator – cytosolic chaperonin activity modulation | purified chaperonin ATPase assay, HTRF ADP detection, 30 min | activity change, % (test concentration not listed), hits read low | 360,000 compounds, 0.3% hits; in the data active = activity change below about -30%; note: % is set by controls: 0 for no effect and ±100 for the full control effect
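Nucleotide hydrolysis assay: TRiC at 20–40 nM final (set by batch activity) with 10 uM ATP, 30 min at 37 °C, in presence of 76 uM compound. Detection by competitive ADP HTRF, 30 min ambient.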
HepG2 viability – kills HepG2 cells in TGF-b inhibitor counter-screen; 410,000 compounds, 0.76% hits; Potency, µM (top dose mostly 46.1 µM), without a hit: at the top dose activity change, negative = cytotoxicity, actives largely listed as cytotoxic; AID 588856; HepG2 CAGA-GFP viability, ATP luminescence, 18 h; note: potency is the fitted concentration of half-maximal effect; some results filed as inactive show a strong effect at the top dose
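HepG2 CAGA-GFP cells (1000/well, DMEM with 1% FBS) received compound, then TGF-beta at 500 pg/mL final, and were incubated 18 hours at 37 degrees C. Viability was read by CellTiter-Glo luminescence. Media-only wells were set as complete cell-killing and DMSO as no toxicity.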
pAkt inh – inhibitors of Akt phosphorylation | activity change, % for hits at 50 µM | Neuro2A IGF-stimulated pAkt S473 HTRF, 20 min; hits give low values | 360,000 compounds, 0.32% hits; in the data active = activity change below about -80%; inconclusive = mostly about -51% to -80%; note: % is set by controls: 0 for no effect and ±100 for the full control effect
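Neuro2A cells (4,500/well, DMEM with 0.5% FBS) were treated with compound at a single 50 µM final concentration, stimulated with 6 nM IGF for 20 min at 37 °C, and lysed. Phospho-Akt Ser473 was read by HTRF as 665/615 ratio ×10^4.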
TGFb SMAD3 inh – blocks TGF-b signaling; HepG2 CAGA-GFP TGF-b/SMAD3 reporter, GFP fluorescence, 18 h; TGF-beta stimulated, 500 pg/mL final; Potency, µM (titrated, usually from 46.1 µM), for the others: top-dose activity, negative = inhibition, actives largely listed as inhibitors; 410,000 compounds, 1.2% hits; AID 588855; note: potency is the fitted concentration of half-maximal effect; % is set by controls: 0 for no effect and ±100 for the full control effect; nearly all actives have a fitted effect of over 65% in size
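HEPG2 CAGA-GFP cells (1000/well, DMEM with 1% FBS) were pre-incubated 2 h at 37 degrees C, given compound by pin tool, then stimulated with TGF-beta at 500 pg/mL final for 18 h before per-cell GFP fluorescence imaging.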
S2 tox – reduces viability in counter-screen for ATXN expression inhibitors. S2 cells (HEK-293 line with an ATXN2-luciferase reporter) viability, CellTiter-Fluor protease fluorescence, 24 h. Potency, µM (doses to about 56.7 µM), most hits filed as cytotoxic. 400,000 compounds, 0.49% hits. AID 651635; note: potency is the fitted concentration of half-maximal effect; nearly all actives have a fitted effect of over 40% in size
Nrf2 activator – Nrf2 pathway activation; AREc32 ARE-luciferase reporter (MCF7-derived line), luminescence, 24 h; Potency, µM (highest dose often 46.1 µM), for the others: top-dose activation, actives largely listed as activators; 410,000 compounds, 0.31% hits; AID 624171; note: potency is the fitted concentration of half-maximal effect; % of control where 0% means no effect; nearly all actives have a fitted effect of over 65% in size
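Cells of the AREc32 ARE-luciferase line are plated in OPTI-MEM containing 5% FBS and left overnight at 37 deg C. Compounds are pinned in, incubation continues 24 hr, and firefly luciferase signal is then measured.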
Active calls of the source: *; & = joins results of further samples; [ ] = another dose, or the depositor's remark. Unless noted, calls come from the whole dose curve; as a rule, active = well fitted curve in the direction sought with a large enough effect; inconclusive = small, poorly fitted or top-dose-only effect, or another doubt; inactive = no such curve, though single readings can be large; an effect the other way counts as inactive or inconclusive. Rows are unselected. Share with any hit: about 4.4%.

Results for Fc1ccc(NCc2nnc(SCc3nnc(-c4ccccc4)o3)n2CC2CCCO2)cc1 (centres undefined) ?
Nrf2 block: 0%; A549 viability: 4%; MmCpn inh: -1%; CCT modulator: 1.8; HepG2 viability: -17%; pAkt inh: inactive; TGFb SMAD3 inh: 0%; S2 tox: inactive; Nrf2 activator: -0.3%

Results for O=C1C2C(c3cccc(/C=C/c4ccccc4)c3)CC=CC2C(c2ccc3ccccc3c2)N1Cc1ccccc1 (centres undefined) ?
Nrf2 block: -4%; A549 viability: -1%&2%; MmCpn inh: -13%; CCT modulator: -0.6; HepG2 viability: -2%&-15%; pAkt inh: inactive; TGFb SMAD3 inh: inconclusive; S2 tox: inactive; Nrf2 activator: -1.5%

What do the screens show for `Cn1nc(C(F)(F)F)c(-c2ccc(F)cc2)c1NC(=O)Nc1ccc(F)cc1`?
Nrf2 block: inconclusive; A549 viability: -29%; MmCpn inh: 1%; CCT modulator: 0.1; HepG2 viability: -14%; pAkt inh: inactive; TGFb SMAD3 inh: inconclusive; S2 tox: inactive; Nrf2 activator: 0.1%

Results for Cc1cccc(OCC(O)CNC(=O)c2ccccc2C(=O)O)c1 (centres undefined) ?
Nrf2 block: 17%; A549 viability: 12%; CCT modulator: 0.7; HepG2 viability: 5%; pAkt inh: inactive; TGFb SMAD3 inh: -7%; S2 tox: inactive; Nrf2 activator: -0.8%

How did COc1ccc(Cl)cc1NC(=O)CSc1nnc(-c2ccco2)o1 do in these assays?
Nrf2 block: 6%; A549 viability: 1%; MmCpn inh: 0%; CCT modulator: -0.2; HepG2 viability: 0%; pAkt inh: inactive; TGFb SMAD3 inh: 2%; S2 tox: inactive; Nrf2 activator: 5.2%

Results for COc1ccccc1N(C)S(=O)(=O)c1ccc(Cl)c(C(=O)Nc2ccccc2N2CCOCC2)c1 ?
Nrf2 block: 17%; A549 viability: -1%; CCT modulator: -0.8; HepG2 viability: -24%; pAkt inh: inactive; TGFb SMAD3 inh: 0%; S2 tox: inactive; Nrf2 activator: -0.2%

How did Cc1cc(C)cc(Nc2cc(C)nc3nc(C)nn23)c1 do in these assays?
Nrf2 block: -4%; A549 viability: 4%; MmCpn inh: -2%; CCT modulator: 0.1; HepG2 viability: 6%; pAkt inh: inactive; TGFb SMAD3 inh: -5%; S2 tox: inactive; Nrf2 activator: 1.0%

Results for O=C(NC1CC(=O)N(c2ccccc2)C1)c1ccc(S(=O)(=O)N2CCCC2)cc1 (centres undefined) ?
A549 viability: 7%; HepG2 viability: -21%; TGFb SMAD3 inh: inconclusive; Nrf2 activator: 3.9%

Results for C/C(=N\NC(=O)c1n[nH]c2c1CCC2)c1cccs1 ?
Nrf2 block: inconclusive; A549 viability: 5%; MmCpn inh: 1%; CCT modulator: -1.3; HepG2 viability: -7%; pAkt inh: inactive; TGFb SMAD3 inh: 0%; S2 tox: inconclusive; Nrf2 activator: 8.4%

Results for Nc1c(Cl)ncnc1N/N=C/c1ccccn1 ?
Nrf2 block: 5.2µM*; A549 viability: inconclusive; MmCpn inh: -5%; CCT modulator: -1.7; HepG2 viability: -49%; pAkt inh: inactive; TGFb SMAD3 inh: 4µM*; S2 tox: 13µM*; Nrf2 activator: 12%

How did COCC(C)NC(=O)c1cccc([N+](=O)[O-])c1 (centres undefined) do in these assays?
Nrf2 block: -7%; A549 viability: 1%; MmCpn inh: 3%; CCT modulator: -1.0; HepG2 viability: 11%; pAkt inh: inactive; TGFb SMAD3 inh: 14%; S2 tox: inactive; Nrf2 activator: -0.6%

What do the screens show for `COc1ccc(NC(=O)CC2C(=O)N(c3ccc(OC)cc3)C(=S)N2NC(=O)c2cccc(F)c2)cc1` (centres undefined)?
Nrf2 block: 3%; A549 viability: 9%; MmCpn inh: 3%; CCT modulator: -6.1; HepG2 viability: 12%; pAkt inh: inactive; TGFb SMAD3 inh: 25%; S2 tox: inactive; Nrf2 activator: 3.6%

How did COc1ccccc1-c1cc(C(=O)N/N=C\c2cn(C)nc2C)c2ccccc2n1 do in these assays?
Nrf2 block: 9%; A549 viability: 0%; MmCpn inh: 0%; CCT modulator: -0.4; HepG2 viability: 7%; pAkt inh: inactive; TGFb SMAD3 inh: 9%; S2 tox: inactive; Nrf2 activator: 0.4%

Results for Cc1ccc(NC(=O)C2(S(=O)(=O)c3ccc(Cl)cc3)CC2)cc1 ?
Nrf2 block: -6%; A549 viability: 1%; MmCpn inh: 1%; CCT modulator: 0.4; HepG2 viability: 5%; pAkt inh: inactive; TGFb SMAD3 inh: 13%; S2 tox: inactive; Nrf2 activator: -0.1%

What do the screens show for `Cc1csc2nc(COC(=O)c3ccc(Cl)c([N+](=O)[O-])c3)cc(=O)n12`?
Nrf2 block: 7%; A549 viability: -5%; MmCpn inh: 0%; CCT modulator: -7.4; HepG2 viability: -7%; pAkt inh: inactive; TGFb SMAD3 inh: -17%; S2 tox: inactive; Nrf2 activator: 0.4%

Results for COc1ccc(S(=O)(=O)N2CCCC(C(=O)NCC3CCCO3)C2)cc1OC (centres undefined) ?
Nrf2 block: 8%; A549 viability: 0%; MmCpn inh: 0%; CCT modulator: 0.5; HepG2 viability: 20%; pAkt inh: inactive; TGFb SMAD3 inh: 0%; S2 tox: inactive; Nrf2 activator: -0.5%

What do the screens show for `CN1C(=O)C(O)(CC(=O)c2ccc(F)cc2)c2cc(Br)ccc21` (centres undefined)?
Nrf2 block: 9%; A549 viability: 4%; MmCpn inh: 2%; CCT modulator: -5.1; HepG2 viability: -6%; pAkt inh: inactive; TGFb SMAD3 inh: -9%; S2 tox: inactive; Nrf2 activator: 11%

How did COc1ccccc1NS(=O)(=O)c1ccc(N2CCOCC2)c(NC(=O)c2ccco2)c1 do in these assays?
Nrf2 block: -13%; A549 viability: 0%; MmCpn inh: 0%; CCT modulator: 1.6; HepG2 viability: -12%; pAkt inh: inactive; TGFb SMAD3 inh: 1%; S2 tox: inactive; Nrf2 activator: -0.2%

Results for O=C(CCc1nc(-c2ccccc2Cl)no1)Nc1cccnc1 ?
Nrf2 block: inconclusive; A549 viability: -4%; MmCpn inh: 1%; CCT modulator: -1.1; HepG2 viability: 9%; pAkt inh: inactive; TGFb SMAD3 inh: 5%; S2 tox: inactive; Nrf2 activator: -0.2%

Results for CC(/C=C/c1ccccc1)=N\NC(N)=S ?
Nrf2 block: 2%; A549 viability: -3%; MmCpn inh: 0%; CCT modulator: -7.4; HepG2 viability: -10%; pAkt inh: inactive; TGFb SMAD3 inh: inconclusive; S2 tox: inactive; Nrf2 activator: 6.6%

What do the screens show for `O=C1NC(=O)/C(=C\c2ccc(Sc3ccc(Cl)cc3)o2)N1`?
A549 viability: -3%; MmCpn inh: -3%; CCT modulator: -2.7; HepG2 viability: -4%; pAkt inh: inactive; TGFb SMAD3 inh: -12%; S2 tox: inactive; Nrf2 activator: 1.9%

How did CCOC(=O)N1CCN(C(=O)C2CCCN(S(C)(=O)=O)C2)CC1 (centres undefined) do in these assays?
Nrf2 block: 0%; A549 viability: 0%[1.84 µM]; MmCpn inh: 0%; CCT modulator: -1.6; HepG2 viability: 16%; pAkt inh: inactive; TGFb SMAD3 inh: -6%; S2 tox: inactive; Nrf2 activator: -0.3%

How did CCN(CC(=O)Nc1cc(Cl)ccc1C)C(=O)c1ccc2c(c1)NC(=O)C(C)S2 (centres undefined) do in these assays?
Nrf2 block: -24%; A549 viability: -5%; MmCpn inh: 1%; CCT modulator: -2.1; HepG2 viability: -23%; pAkt inh: inactive; TGFb SMAD3 inh: 0%; S2 tox: inactive; Nrf2 activator: -0.5%

What do the screens show for `CC(C)Sc1ncc(Cl)c(C(=O)Nc2c(C(=O)Nc3ccccc3)oc3ccccc23)n1`?
Nrf2 block: -6%; A549 viability: -3%; HepG2 viability: 4%; TGFb SMAD3 inh: 14%; S2 tox: inactive; Nrf2 activator: -0.6%

Results for CCOC(=O)c1sc(N2C(=O)c3oc4ccccc4c(=O)c3C2c2ccc(C(C)(C)C)cc2)nc1C (centres undefined) ?
Nrf2 block: 0%; A549 viability: -10%; HepG2 viability: 0%; TGFb SMAD3 inh: -6%; S2 tox: inactive; Nrf2 activator: -0.8%

What do the screens show for `Cc1ccccc1SCC(=O)NCCCn1ccnc1`?
Nrf2 block: 13%; A549 viability: 2%; MmCpn inh: -1%; CCT modulator: 1.5; HepG2 viability: -35%; pAkt inh: inactive; TGFb SMAD3 inh: -9%; S2 tox: inactive; Nrf2 activator: -0.2%

Results for O=S(=O)(CC(O)COc1ccc(Br)cc1)c1ccccc1 (centres undefined) ?
Nrf2 block: 7%; A549 viability: 0%; MmCpn inh: 2%; CCT modulator: -1.6; HepG2 viability: -33%; pAkt inh: inactive; TGFb SMAD3 inh: -15%; S2 tox: inactive; Nrf2 activator: -0.4%

Gathered by group, the compounds so far with a nitro group on carbon
How did COCC(C)NC(=O)c1cccc([N+](=O)[O-])c1 (centres undefined) do in these assays?
Nrf2 block: -7%; A549 viability: 1%; MmCpn inh: 3%; CCT modulator: -1.0; HepG2 viability: 11%; pAkt inh: inactive; TGFb SMAD3 inh: 14%; S2 tox: inactive; Nrf2 activator: -0.6%

What do the screens show for `Cc1csc2nc(COC(=O)c3ccc(Cl)c([N+](=O)[O-])c3)cc(=O)n12`?
Nrf2 block: 7%; A549 viability: -5%; MmCpn inh: 0%; CCT modulator: -7.4; HepG2 viability: -7%; pAkt inh: inactive; TGFb SMAD3 inh: -17%; S2 tox: inactive; Nrf2 activator: 0.4%
